Screens: PubChem BioAssay, Sanford-Burnham Center for Chemical Genomics
Apaf-1 inh – inhibitors of human Apaf-1 apoptosome, primary screen, biochemical, DEVD-Rh110 fluorescence, uHTS; Apoptotic protease-activating factor 1 (Homo sapiens), O14727; reconstituted apoptosome caspase-3 activity; inhibition, % at 20 µM; 0.71% of 330,000 active; AID 489030, 2010; active = inhibition of at least 40% at 20 µM;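 also: plate controls were DMSO wells for no effect and DEVD-CHO caspase inhibitor wells for full effect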
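Medium: Hepes buffer, pH 7.5 / System: biochemical Apaf-1 apoptosome reconstitution / Measured by: Rh110 fluorescence, excitation 480 nm, emission 540 nm / Times: compound with Apaf-1, dATP, procaspase-3 30 min, then 50 min reaction, room temperature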
Jurkat NFkB inh – inhibitors of induced NF-kB luciferase reporter, primary screen, TCR NF-kB activation inhibitor project, cell-based, luminescence, uHTS. 0.53% of 330,000 active. inhibition, % at 4 µM. Jurkat, PMA/ionomycin-induced NF-kB luciferase reporter
697 NFkB inh – inhibitors of PMA/ionomycin-induced NF-kB reporter, 697 cells, primary screen, B-cell NF-kB inhibitor project, cell-based, luminescence, uHTS; AID 435022, 2010; 0.33% of 330,000 active; 697 B-cell NF-kB luciferase reporter, 16 h; inhibition, % at 4 µM; in the data active = inhibition above about 35%
Gli-Sufu antag – Gli-Sufu pathway antagonists, primary screen, luciferase luminescence, Sufu-KO-LIGHT cells, uHTS. Sufu-KO-LIGHT fibroblasts, Gli luciferase reporter luminescence. inhibition, % at 5 µM. 0.74% of 340,000 active;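 active = inhibition above about 55%, limit read from the data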;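 also: 0% = DMSO-treated cells and 100% = wells with medium but no cells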
SENP7 block – SENP7 protease inhibitors, primary screen, biochemical, luminescence, uHTS; Sentrin-specific protease 7 (Homo sapiens), Q9BQF6; recombinant SENP7, Z-RLRGG-aminoluciferin luminescence, 40 min; inhibition, % at 5 µM; 1.5% of 330,000 active; AID 434973, 2010;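 active = inhibition above about 50% at the single test dose, limit read from the data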;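 also: plate controls were DMSO with enzyme for no effect and no enzyme buffer wells for full effect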
Target sequence (Q9BQF6 706-1050 limits assumed): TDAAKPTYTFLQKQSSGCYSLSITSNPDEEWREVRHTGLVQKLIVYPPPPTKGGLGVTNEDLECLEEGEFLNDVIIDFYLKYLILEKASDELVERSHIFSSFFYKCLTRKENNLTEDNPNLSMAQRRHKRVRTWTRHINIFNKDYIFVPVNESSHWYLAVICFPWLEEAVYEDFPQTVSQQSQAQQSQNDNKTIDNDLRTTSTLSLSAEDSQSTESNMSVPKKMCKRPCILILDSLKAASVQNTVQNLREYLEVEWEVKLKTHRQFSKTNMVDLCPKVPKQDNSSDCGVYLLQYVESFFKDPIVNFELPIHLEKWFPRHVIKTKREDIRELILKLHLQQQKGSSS
UBC13 inh – UBC13 polyubiquitin chain formation inhibitors, primary screen, biochemical, TR-FRET, uHTS | Ubiquitin-conjugating enzyme E2 N (Homo sapiens), P61088 | 0.47% of 330,000 active | inhibition, % at 20 µM; in the data active = inhibition above about 45%, passing the limit was not always enough
Target sequence (P61088 whole entry, looked up): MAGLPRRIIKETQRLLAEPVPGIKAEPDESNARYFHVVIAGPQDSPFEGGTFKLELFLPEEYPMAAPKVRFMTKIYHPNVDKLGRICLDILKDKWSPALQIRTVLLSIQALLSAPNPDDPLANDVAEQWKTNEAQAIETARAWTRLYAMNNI
SENP8 block – SENP8 protease inhibitors, primary screen, biochemical, luminescence | Sentrin-specific protease 8 (Homo sapiens), Q96LD8 | purified SENP8, Z-RLRGG-aminoluciferin cleavage | inhibition, % at 10 µM | 1.2% of 330,000 active | AID 2540, 2010
Target sequence (Q96LD8 whole entry, looked up): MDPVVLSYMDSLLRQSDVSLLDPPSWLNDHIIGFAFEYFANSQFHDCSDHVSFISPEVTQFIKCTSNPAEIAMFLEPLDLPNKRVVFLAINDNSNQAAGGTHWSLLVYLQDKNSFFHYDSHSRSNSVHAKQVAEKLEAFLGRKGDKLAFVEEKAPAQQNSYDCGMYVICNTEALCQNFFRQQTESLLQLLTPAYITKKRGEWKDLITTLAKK
HKDC1 inhibitor – HKDC1 hexokinase inhibitors, primary screen, biochemical, fluorescence, uHTS. Q2TB90. recombinant HKDC1, G6PDH/diaphorase resazurin coupled fluorescence. inhibition, % at 20 µM. 0.16% of 340,000 active. AID 493160, 2011;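 active = inhibition above about 35% when tested at 20 µM, limit read from the data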;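 also: plate controls were DMSO wells with enzyme for no effect and DMSO wells lacking enzyme for full effect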
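Test system: recombinant HKDC1 (HK5) hexokinase enzyme, produced in-house / Doses: 20 µM test compound, 1% DMSO / Timing: 90 min, room temperature / Detection: G6PDH/diaphorase-coupled fluorescence, 1 mM NADP, 100 µM resazurin, 525/613 nm / Control set: DMSO wells with and without enzyme mix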
Numbers without * were called inactive; · = no result given. Rule as the data show it, unless noted: active = inhibition above about 50%; inactive = the rest.

Start of the listing, in advance, 14 compounds:
Each structure is followed by: Apaf-1 inh, Jurkat NFkB inh, 697 NFkB inh, Gli-Sufu antag, SENP7 block, UBC13 inh, SENP8 block, HKDC1 inhibitor
COC(=O)[C@H](CC(C)C)NC(=O)CCc1nnc(COc2ccccc2)o1
 : 5, -15, -10, 4, -5, 1, 1, -12
COc1cc(-c2nc(CN3CCN(CC(C)C)C(=O)[C@@H]3C)c(C)o2)ccc1F
 : 2, 2, -3, 17, -3, -22, -11, -9
CN(CC(=O)Nc1ccccc1C(F)(F)F)C(=O)Cc1ccc(S(=O)(=O)N2CCOCC2)s1
 : 7, -2, 14, 1, 4, -3, -7, -6
O=C(CCCN1C(=O)/C(=C\c2ccco2)SC1=S)Nc1ccc(O)cc1C(=O)O
 : 8, -1, 10, 5, 2, -17, 19, 15
Cc1ccc(-c2noc(COC(=O)c3ccco3)n2)cc1
 : 0, -33, -13, -24, 68*, 4, 63*, 2
O=S(=O)(N/N=C/c1c(F)cccc1Cl)c1ccccc1
 : 1, -7, 9, -3, -2, -3, 6, -2
O=C(Nc1ncc(Br)s1)C1CCCN1S(=O)(=O)c1cccc2cccnc12 (stereo not given)
 : -4, 14, 22, 0, 2, 4, 5, -2
C/C(=N\Nc1cccc(C(=O)O)c1)c1ccc(Cl)s1
 : 8, 1, -78, -55, -1, 0, -2, -4
CCOC(=O)CSc1nnc(CNC(=O)c2cccc(C)c2)n1-c1ccccc1OC
 : 3, -2, -9, -1, 0, 4, -8, -13
Cc1ccc(/C=N/Nc2nc3ccccc3[nH]2)s1
 : 20, -95, -134, -32, 7, -8, 56*, 7
O=C(NCCC1CCCC1)C1CCC(=O)N(CCCN2CCCC2=O)C1 (stereo not given)
 : -10, 3, 2, 2, -1, 0, 9, -7
CN(C)S(=O)(=O)c1ccc(N2CCCC2)c(C(=O)Nc2nccs2)c1
 : -2, 5, 3, 9, -2, 15, -1, 4
Cc1ccc2nc(NC(=O)CN3CCN(c4ccccn4)CC3)sc2c1
 : 1, -2, -5, 20, -3, 3, -5, 0
Cc1ccc(S(=O)(=O)/N=C(/NC(=S)Nc2cccc(C)c2)c2ccccc2)cc1
 : 3, -20, -33, 6, 11, -3, 0, 4

Results, from the start:
Each structure is followed by: Apaf-1 inh, Jurkat NFkB inh, 697 NFkB inh, Gli-Sufu antag, SENP7 block, UBC13 inh, SENP8 block, HKDC1 inhibitor
COC(=O)[C@H](CC(C)C)NC(=O)CCc1nnc(COc2ccccc2)o1
 : 5, -15, -10, 4, -5, 1, 1, -12
COc1cc(-c2nc(CN3CCN(CC(C)C)C(=O)[C@@H]3C)c(C)o2)ccc1F
 : 2, 2, -3, 17, -3, -22, -11, -9
CN(CC(=O)Nc1ccccc1C(F)(F)F)C(=O)Cc1ccc(S(=O)(=O)N2CCOCC2)s1
 : 7, -2, 14, 1, 4, -3, -7, -6
O=C(CCCN1C(=O)/C(=C\c2ccco2)SC1=S)Nc1ccc(O)cc1C(=O)O
 : 8, -1, 10, 5, 2, -17, 19, 15
Cc1ccc(-c2noc(COC(=O)c3ccco3)n2)cc1
 : 0, -33, -13, -24, 68*, 4, 63*, 2
O=S(=O)(N/N=C/c1c(F)cccc1Cl)c1ccccc1
 : 1, -7, 9, -3, -2, -3, 6, -2
O=C(Nc1ncc(Br)s1)C1CCCN1S(=O)(=O)c1cccc2cccnc12 (stereo not given)
 : -4, 14, 22, 0, 2, 4, 5, -2
C/C(=N\Nc1cccc(C(=O)O)c1)c1ccc(Cl)s1
 : 8, 1, -78, -55, -1, 0, -2, -4
CCOC(=O)CSc1nnc(CNC(=O)c2cccc(C)c2)n1-c1ccccc1OC
 : 3, -2, -9, -1, 0, 4, -8, -13
Cc1ccc(/C=N/Nc2nc3ccccc3[nH]2)s1
 : 20, -95, -134, -32, 7, -8, 56*, 7
O=C(NCCC1CCCC1)C1CCC(=O)N(CCCN2CCCC2=O)C1 (stereo not given)
 : -10, 3, 2, 2, -1, 0, 9, -7
CN(C)S(=O)(=O)c1ccc(N2CCCC2)c(C(=O)Nc2nccs2)c1
 : -2, 5, 3, 9, -2, 15, -1, 4
Cc1ccc2nc(NC(=O)CN3CCN(c4ccccn4)CC3)sc2c1
 : 1, -2, -5, 20, -3, 3, -5, 0
Cc1ccc(S(=O)(=O)/N=C(/NC(=S)Nc2cccc(C)c2)c2ccccc2)cc1
 : 3, -20, -33, 6, 11, -3, 0, 4
C/C(=N\NC(=O)C(=O)Nc1cc(C)ccc1C)c1ccncc1
 : -13, 7, 23, -1, 1, 5, -4, -1
COc1ccc(NC(=O)C(Br)C(C)C)cc1 (stereo not given)
 : 3, 3, 17, -9, 11, 3, 2, -11
CCN(CC)CCNC(=O)c1ccccc1N
 : 5, 0, 34, 5, 8, 10, -6, 2
CC(=O)c1ccc(NC(=O)c2ccccc2Sc2ncnc3sc(C)c(C)c23)cc1
 : -8, 1, -1, -7, 2, 10, 20, -4
COC(=O)N1CC(=O)N(OC)C1c1ccc(Cl)cc1Cl (stereo not given)
 : 0, -1, 12, 1, 2, -1, 7, -3
COc1ccc(CN(C(=O)c2cccs2)c2nccs2)cc1OC
 : 16, -3, -23, 4, -5, -2, -2, -2
COc1ccc([N+](=O)[O-])cc1N(CC(=O)N1CCOCC1)S(C)(=O)=O
 : 8, -16, 11, 20, -5, 1, 5, -1
CCN1/C(=C2\SC(=S)N(Cc3ccccc3)C2=O)Sc2ccccc21
 : 16, -4, 15, 5, 5, -21, -2, -5
O=C(c1ccccc1)C1CCN(C(=O)C2CCC(=O)N(Cc3cccc(F)c3)C2)CC1 (stereo not given)
 : -15, 4, -1, -11, -3, 5, -5, -1
CCOc1ccc(NC(=O)COC(=O)C2CC2C)cc1 (stereo not given)
 : 6, -17, -28, -2, -8, -6, -20, -5
Brc1cc2c(cc1/C=N/Nc1nc(N3CCOCC3)nc(N3CCOCC3)n1)OCO2
 : -6, 2, 16, 5, -3, -9, -13, 9
O=C(NCc1ccc(F)cc1)c1cnccn1
 : -5, -11, 9, 5, -6, 2, -8, 5
Cc1ccc2c(CC(=O)NCc3ccco3)coc2c1C
 : 6, 30, -14, -2, -3, 8, 2, -2
C#CCOCCOCCOCCNc1nc(N2CCOCC2)nc(N2CCN(C(=O)[C@H]([C@@H](C)CC)n3cc(CCCCN)nn3)CC2)n1
 : 12, -11, 21, 8, -7, 17, -2, -4
CCN(CC)c1ccc(C(=O)N/N=C(\C)c2ccc(O)cc2)cc1
 : 7, 38, 6, -4, 0, -9, 0, -5
COc1cc(OC)c(OC)cc1CNCc1ccc2c(c1)OCO2
 : -14, 20, 12, 4, -8, 4, 8, -9
COc1ccc(-c2cc(C(=O)NCCN3CCOCC3)no2)cc1OC
 : -1, 13, 14, -5, 9, 4, 2, 4
COc1cc(/C=N/n2c(=S)[nH]nc(C)c2=O)cc([N+](=O)[O-])c1O
 : 2, -6, 4, 1, -6, -19, -6, 10
COc1ccc(OCCCn2cc(/C=C3/C(=N)N4C=C(C)SC4=NC3=O)c3ccccc32)cc1
 : 10, -22, -42, -3, 5, -12, -2, -9
Cc1ccsc1C(=O)c1sccc1C
 : 0, -2, 9, -2, 3, 7, -2, -3
CSc1ccccc1NC(=O)c1ccc(Br)o1
 : -4, -30, -30, -24, 35, 7, 8, 7
O=C(C1CCCN1C(=O)c1cccs1)N1CCN(Cc2ccc3c(c2)OCO3)CC1 (stereo not given)
 : 4, -5, 23, -1, 0, 3, -2, -8
Cc1cc(OCC(=O)O/N=C(\N)c2ccccc2)ccc1Br
 : -4, -16, -23, 13, -3, -4, -22, -1
COc1ccccc1NC(=O)N1CCCC1C(=O)NC1CCCCC1 (stereo not given)
 : 5, 11, -23, 5, -4, -8, -5, 2
CC(=O)Nc1ccccc1C(=O)C(=O)Nc1cccc(C(=O)NCc2ccc(C)cc2)c1
 : -5, 6, 1, ·, -4, 10, -8, ·
COCC(=O)NNC(=S)Nc1cccc(C)c1C
 : -3, 3, 6, 3, 1, 3, 1, -2
COc1ccc(-n2nc(C(=O)NCC(=O)N3CCCC3)c3ccccc3c2=O)cc1Cl
 : 3, -12, 16, -5, 0, 9, 9, -2
O=C(NCc1ccco1)c1nnc(Cc2ccc(Cl)cc2)o1
 : 3, 0, 9, 4, -2, 6, 2, -6
CC1CCCCN1S(=O)(=O)c1ccc(NC(=O)c2ccco2)cc1 (stereo not given)
 : -5, 5, -5, 26, 1, -1, -16, -2
CCc1nc(SCC(=O)NNC(=O)C2CCCCC2)c2ccccc2n1
 : -6, 6, -1, -2, -6, 2, 5, -11
Cc1nc(SCc2nc3ccccc3[nH]2)c2oc3ccccc3c2n1
 : 9, 5, 12, 0, -7, -12, 3, 1
CC(C)c1ccc2nc(N)sc2c1
 : -14, -87, -83, -2, -4, 4, -6, -3
CCCN(CCC)C(=O)c1ccc2c(c1)N(Cc1ccccc1)C(=O)CS2=O (stereo not given)
 : 8, -30, -2, -12, -13, 12, -15, -5
CC(=O)c1cc(-c2ccccc2)n(CC(=O)Nc2cc(C)cc(C)c2)c1C
 : 15, 9, -39, 14, 2, 5, 1, -11
O=C(c1ccc(Cl)cc1)N1CCN(c2ccc([N+](=O)[O-])c(NCc3cccnc3)c2)CC1
 : 20, 6, 14, 6, -3, -9, 5, 11
CCOC(=O)c1c(N)sc2c1CCSC2
 : 19, 0, 6, -1, 6, -28, -1, -3
CC(=O)C1=C(C)NC(SCC(=O)Nc2nc3ccccc3s2)=C(C#N)C1c1ccc(Cl)cc1 (stereo not given)
 : 2, 13, 20, 3, -1, 15, 0, -4
CCCCN1C(=N)N([C@@H](C)CN2CCC[C@H]2CN2C(N)=NC[C@H]2C(C)C)C[C@H]1[C@H](C)CC
 : -12, 5, -26, -4, -2, 4, 3, -3
S=C(NCCSCc1ccc(Cl)cc1Cl)Nc1ccccc1
 : 28, 16, 22, -2, 6, 8, -2, 1
COc1ccc(-c2nnc3n2CCCCC3)cc1OC
 : -4, 7, 18, -19, 8, 8, -1, -4
